Assay outcomes (PubChem BioAssay)
Pin1 inhibitor: qHTS Assay to Find Inhibitors of Pin1. Pin1 FP peptide displacement, HiFluor488, 10 min. Potency, µM (top dose mostly 115 µM), inactives show at the top dose activity, negative = inhibition, most hits filed as inhibitors. hit rate 0.009% among 390,000; active = well fitted inhibition curve with a large enough effect in the polarisation, with a control signal flat, not every such curve was filed as active; inconclusive = small, poorly fitted or top-dose-only effect, or effect the other way, or a change in a side signal; inactive = no such curve, though single readings can be large or run the other way; the % refers to the polarisation; also: potency is read from the fitted curve at half-maximal effect; % is scaled to controls: 0 for no effect and ±100 for the full control effect
G9a block: qHTS Assay for Inhibitors of Histone Lysine Methyltransferase G9a; Histone-lysine N-methyltransferase EHMT2 (Homo sapiens), Q96KQ7; G9a H3K9 monomethylation, AlphaScreen, 2 h; Potency, µM (doses to about 102 µM), for inactives: top-dose activity, negative = inhibition, usual class: inhibitors; hit rate 8.8% among 350,000; AID 504332, 2011; also: potency is read from the fitted curve at half-maximal effect; % is scaled to controls: 0 for no effect and ±100 for the full control effect; nearly all actives have a fitted effect of over 75% in size
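AlphaScreen read-out: biotin-H3K9 peptide (500 nM) methylation by 20 nM enzyme with 20 uM SAM, 2 h at room temperature after 15 min compound preincubation; anti-monomethyl H3K9 antibody plus donor/acceptor beads, 10 min dark.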
BAZ2B inh: qHTS Assay for Inhibitors of BAZ2B; AlphaScreen BAZ2B-H3K14Ac peptide displacement; hit rate 4.4% among 360,000; Potency, µM (highest dose often 114 µM), for the others: at the highest dose activity change, negative = inhibition, most hits filed as inhibitors; AID 504333, 2011; Bromodomain adjacent to zinc finger domain protein 2B (Homo sapiens), Q9UIF8; also: potency is read from the fitted curve at half-maximal effect; % is scaled to controls: 0 for no effect and ±100 for the full control effect; nearly all actives have a fitted effect of over 60% in size
Target sequence (Q9UIF8 whole entry, looked up, the tested form may be a part): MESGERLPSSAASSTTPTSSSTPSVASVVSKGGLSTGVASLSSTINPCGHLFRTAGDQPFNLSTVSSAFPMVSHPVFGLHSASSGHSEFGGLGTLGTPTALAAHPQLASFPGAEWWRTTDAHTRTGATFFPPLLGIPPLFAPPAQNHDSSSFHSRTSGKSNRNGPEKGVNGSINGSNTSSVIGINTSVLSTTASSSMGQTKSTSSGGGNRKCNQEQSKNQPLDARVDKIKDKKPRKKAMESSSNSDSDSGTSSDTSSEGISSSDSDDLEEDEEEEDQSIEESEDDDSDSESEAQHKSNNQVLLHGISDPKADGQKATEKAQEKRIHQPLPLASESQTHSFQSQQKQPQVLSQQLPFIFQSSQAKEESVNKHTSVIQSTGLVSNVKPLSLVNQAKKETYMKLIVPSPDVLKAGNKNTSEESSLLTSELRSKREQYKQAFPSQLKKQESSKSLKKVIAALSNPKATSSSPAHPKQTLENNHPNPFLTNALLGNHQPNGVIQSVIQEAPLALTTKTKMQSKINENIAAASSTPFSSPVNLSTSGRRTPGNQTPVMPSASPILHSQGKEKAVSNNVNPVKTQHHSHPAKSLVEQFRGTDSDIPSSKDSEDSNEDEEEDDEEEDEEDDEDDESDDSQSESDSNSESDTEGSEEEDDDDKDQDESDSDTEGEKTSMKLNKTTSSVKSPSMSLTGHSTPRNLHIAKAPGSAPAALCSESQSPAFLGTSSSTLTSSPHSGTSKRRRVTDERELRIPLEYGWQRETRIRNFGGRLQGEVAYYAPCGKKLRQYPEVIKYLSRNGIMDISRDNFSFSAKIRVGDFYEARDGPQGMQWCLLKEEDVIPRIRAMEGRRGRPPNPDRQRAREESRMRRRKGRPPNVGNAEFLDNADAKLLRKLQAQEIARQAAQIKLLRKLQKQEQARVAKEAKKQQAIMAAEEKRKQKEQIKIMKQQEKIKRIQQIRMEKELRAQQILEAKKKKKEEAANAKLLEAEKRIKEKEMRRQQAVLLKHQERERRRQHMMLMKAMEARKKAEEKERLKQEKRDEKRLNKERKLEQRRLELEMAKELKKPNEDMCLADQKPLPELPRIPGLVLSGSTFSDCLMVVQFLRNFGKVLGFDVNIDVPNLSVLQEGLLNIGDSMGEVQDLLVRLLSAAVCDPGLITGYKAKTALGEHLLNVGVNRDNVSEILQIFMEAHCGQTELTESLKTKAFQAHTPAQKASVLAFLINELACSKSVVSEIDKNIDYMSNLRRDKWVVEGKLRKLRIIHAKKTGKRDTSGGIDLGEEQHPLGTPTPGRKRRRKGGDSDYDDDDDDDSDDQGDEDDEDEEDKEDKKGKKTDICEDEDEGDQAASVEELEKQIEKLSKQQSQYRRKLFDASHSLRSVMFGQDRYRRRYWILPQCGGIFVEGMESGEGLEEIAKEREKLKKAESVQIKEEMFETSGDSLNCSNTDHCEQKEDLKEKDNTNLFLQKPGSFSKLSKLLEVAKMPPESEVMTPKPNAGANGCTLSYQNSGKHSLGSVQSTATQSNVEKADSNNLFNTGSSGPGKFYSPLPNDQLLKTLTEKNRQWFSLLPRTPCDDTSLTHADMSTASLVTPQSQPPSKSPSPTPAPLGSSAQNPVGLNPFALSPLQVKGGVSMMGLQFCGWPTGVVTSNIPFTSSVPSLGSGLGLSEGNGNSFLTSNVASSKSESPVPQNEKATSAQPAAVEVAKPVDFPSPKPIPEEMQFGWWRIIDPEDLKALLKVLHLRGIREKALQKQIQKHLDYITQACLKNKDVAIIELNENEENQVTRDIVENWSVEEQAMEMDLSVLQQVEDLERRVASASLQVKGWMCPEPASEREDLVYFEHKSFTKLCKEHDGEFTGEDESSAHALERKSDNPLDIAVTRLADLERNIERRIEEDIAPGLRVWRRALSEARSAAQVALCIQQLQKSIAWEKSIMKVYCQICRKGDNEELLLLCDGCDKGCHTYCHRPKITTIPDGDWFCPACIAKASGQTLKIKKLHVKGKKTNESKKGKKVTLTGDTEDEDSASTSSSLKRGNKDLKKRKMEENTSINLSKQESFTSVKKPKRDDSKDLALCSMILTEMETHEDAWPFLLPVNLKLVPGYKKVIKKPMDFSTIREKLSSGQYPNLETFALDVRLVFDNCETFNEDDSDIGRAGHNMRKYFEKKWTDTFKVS
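AlphaScreen displacement of biotin-H3(5-23)K14Ac peptide (50 nM final) from BAZ2B (50 nM final) in PBS pH 7.4, 0.01% Tween-20; complex preformed 30 min RT, then compounds (top 110 uM) 30 min RT, beads 20 min dark.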
JMJD2A Tudor inh: qHTS Assay for Inhibitors of JMJD2A-Tudor Domain | Lysine-specific demethylase 4A (Homo sapiens), O75164 | AlphaScreen JMJD2A-Tudor / H3K4me3 peptide binding | Potency, µM (highest dose often 114 µM), without a hit: top-dose activity change, negative = inhibition, most hits filed as inhibitors | hit rate 4.4% among 390,000; also: potency is read from the fitted curve at half-maximal effect; % is scaled to controls: 0 for no effect and ±100 for the full control effect; nearly all actives have a fitted effect of over 50% in size
HP1b chromo inh: HTS for Inhibitors of HP1-beta Chromodomain Interactions with Methylated Histone Tails. hit rate 0.56% among 390,000. AlphaScreen HP1-beta / biotin-H3K9me3 peptide binding. Chromobox protein homolog 1 (Homo sapiens), P83916. AID 540317, 2011. Potency, µM (highest dose often 114 µM), without a hit: at the top dose activity change, negative = inhibition, most hits filed as inhibitors; also: potency is read from the fitted curve at half-maximal effect; nearly all actives have a fitted effect of over 70% in size; inactives centre near 23
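AlphaScreen: HP1-beta (50 nM) preformed 30 min with biotin-H3(1-18)K9me3 peptide (50 nM) in PBS pH 7.4, 0.01% Tween-20. Compound added for 30 min at RT, then streptavidin donor/nickel chelate acceptor beads (10 ug/mL) for 30 min.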
Tb PGK inh: qHTS Assay to Find Inhibitors of Phosphoglycerate Kinase; Phosphoglycerate kinase, glycosomal (Trypanosoma brucei brucei), P07378; PGK/GAPDH coupled, Kinase-Glo luminescence, 60 min; Potency, µM (titrated, usually from 57.5 µM), inactives show top-dose activity change, negative = inhibition, actives largely listed as inhibitors; hit rate 0.043% among 380,000; AID 602233, 2012; also: potency is read from the fitted curve at half-maximal effect; % is scaled to controls: 0 for no effect and ±100 for the full control effect; nearly all actives have a fitted effect of over 60% in size
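Luminescent ATP detection (Kinase-Glo Plus) follows a 60-minute room-temperature incubation, with wells lacking PGK as controls. Buffer: 100 mM TEA (pH 7.6), 5 mM MgCl2, 0.01% Tween-20. Coupling enzyme GAPDH (100 nM final) supplies unstable 1,3-BPG in-well.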
PI4K2A inh: qHTS for small molecular inhibitors of PI4K2A; Phosphatidylinositol 4-kinase type 2-alpha (Homo sapiens), Q9BTU6; purified PI4K2A, ADP-Glo luminescence, 1 h; hits give low values; activity change, negative = inhibition, % at 76.9 µM; hit rate 0.13% among 420,000; in the data active = activity change below about -50%; inconclusive = mostly about -30% to -49%;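 also: -100% = wells without enzyme as full effect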
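PI4K2A activity was measured by ADP-Glo luminescence: enzyme (4 ug/mL stock) and phosphatidylinositol (1.2 mM stock) in Tris pH 7.5/MgCl2/EGTA/Triton X-100 buffer were reacted with ATP (300 microM stock) for one hour at ambient temperature.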
GLS inh: qHTS for Inhibitors of Glutaminase (GLS) | GLS enzymatic activity, qHTS titration | hit rate 0.21% among 410,000 | Potency, µM (highest dose often 45.5 µM), for the others: at the top dose activity change, negative = inhibition, hits mostly inhibitors | AID 624170, 2012 | Glutaminase kidney isoform, mitochondrial (Homo sapiens), O94925; also: potency is read from the fitted curve at half-maximal effect; % is scaled to controls: 0 for no effect and ±100 for the full control effect
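hKGA; 45 mM KH2PO4 pH 8.2 + 0.02% Tween-20; cpd via pin tool; 1 mM Gln soln; GluOx/HRP/Amplex Red; RT 30 min; fluor. t0 & final.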
ERG Ets-DNA blk: qHTS for Small Molecule Inhibitors of the ERG Ets/DNA interaction. Transcriptional regulator ERG (Homo sapiens), P11308. fluorescence polarization, His-ERG Ets domain / labelled DNA. Potency, µM (series often up to 76.9 µM), for inactives: top-dose FP activity, negative = inhibition, hits mostly inhibitors. hit rate 0.028% among 370,000; active = well fitted inhibition curve with a large enough effect in the polarisation, with a control signal flat; inconclusive = small, poorly fitted or top-dose-only effect, or effect the other way, or a change in a side signal; inactive = no such curve, though single readings can be large or run the other way; the % refers to the polarisation;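 also: polarization taken with two DNA probes labelled with fluorescein and Texas red; potency is read from the fitted curve at half-maximal effect; % of control where 0% means no effect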
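His-tagged ERG Ets domain (1 uM in the protein solution; 300mM KCl, 50mM Tris-HCl, 1mM EDTA, 1mM DTT, pH 7.5) received compound, then a probe mix of 5 nM fluorescein-DNA and 100nM Texas-615-DNA. Fluorescence polarization was read for both dyes.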
Active calls of the source: *; i = inactive; ? = inconclusive; . = no result given; [ ] = dose if it differs, or a comment. Unless noted, calls follow the shape of the dose curve; as a rule, active = well fitted curve in the direction sought with a large enough effect; inconclusive = small, poorly fitted or top-dose-only effect, or another doubt; inactive = no such curve, though single readings can be large; an effect the other way counts as inactive or inconclusive.

SMILES | Pin1 inhibitor | G9a block | BAZ2B inh | JMJD2A Tudor inh | HP1b chromo inh | Tb PGK inh | PI4K2A inh | GLS inh | ERG Ets-DNA blk
CCCCN(C(=O)c1cc(Cl)nc2ccccc12)c1c(N)n(CCCC)c(=O)[nH]c1=O | 5% | 56µM* | 1% | -31% | 23% | 4% | -1 | -1% | 10%
CCOC(=O)c1sc(NC(=O)C2CC(=O)N(c3ccccc3C)C2)nc1C (stereo unspecified) | 1% | 16%[59 µM] | 1% | -5% | 32% | 4% | 0 | -2% | 7%
O=C1NC(=O)N(Cc2ccccc2)CC1Br (stereo unspecified) | 1% | . | . | -10% | 30% | 6% | 0 | 6% | 8%
CN(CC(=O)Nc1ccc(F)cc1)C(=O)Cn1nnc(-c2ccccc2)n1 | 3% | 10% | 19% | -12% | 21% | i | -6 | -4% | -10%
C=CCOc1c(Cl)cc(/C=N/O)cc1OC | -2% | 13% | 7% | -7% | 27% | -9%[11.5 µM] | -5 | -1% | .
O=S(=O)(c1cccc(C(F)(F)F)c1)c1ccc(O)cn1 | 2% | . | . | -12% | 38% | -4% | 1 | -9% | 2%
Cc1ccc(NC(=O)c2cccc3cccnc23)cc1 | 4% | 16%[59 µM] | -2% | -5% | 25% | i | 1 | -19% | 5%
N/C(=N/OS(=O)(=O)c1ccc([N+](=O)[O-])cc1)c1ccncc1 | 1% | 10µM* | -5% | -7% | 6% | 2% | 1 | -9% | -5%
CS(=O)(=O)N1N=C(c2cccs2)CC1c1ccccc1O (stereo unspecified) | 2% | 2% | -11% | -21% | 24% | 0% | 0 | 0% | -1%
O=C(NCc1ccccn1)Nc1ccccc1C(F)(F)F | 1% | -12%[0.501 µM] | -4% | -5% | 22% | 6% | 0 | 3% | 2%
COc1ccc(-c2cc3nc(C)cc(N4CC(C)CC(C)C4)n3n2)cc1 (stereo unspecified) | -4% | 7%[59 µM] | 2% | -34% | 19% | -4% | -9 | -5% | 3%
CC(CC(=O)Nc1ccc(F)cc1)S(=O)(=O)c1cc2c3c(c1)CCN3C(=O)CC2 (stereo unspecified) | 4% | 8%[59 µM] | 1% | -7% | 0% | -1% | 5 | -7% | -2%
COc1ccccc1N(CC(=O)N1CCOCC1)S(C)(=O)=O | -7% | . | 1% | -6% | 64%[activator] | i | -3 | -6% | 7%
CCN(CC)C(=O)Nc1ccc(C(=O)OC)cc1 | -9% | -3%[59 µM] | 11% | -4% | 33% | -4% | 3 | -3% | -4%
Nc1cc(N)nc(SCC(=O)NCc2ccc3c(c2)OCO3)n1 | 12% | . | . | -22% | -1% | -8% | 3 | -1% | -7%
Cc1ccc(CNC(=O)C(OC(=O)c2ccco2)C(C)C)cc1 (stereo unspecified) | -7% | -27% | -2% | -7% | 13% | -4% | 10 | -10% | 2%
CC(C)(C)NC(=O)Cn1c(SCC(=O)NC2CCCC2)nc2ccccc21 | -14% | 15% | 6% | 7% | 16% | -6% | 7 | -13% | -5%
O=C(O)c1cc(NC(=O)C2CCCO2)cc(NC(=O)C2CCCO2)c1 (stereo unspecified) | -6% | -33%[12.7 µM] | 11% | -17% | 23% | -10% | -3 | 10% | .
O=C(N/C(=C/c1cccc([N+](=O)[O-])c1)C(=O)N1CCOCC1)c1ccccc1Br | -14% | 10% | -22% | -3% | 18% | -1% | -3 | 2% | -25%
COC(=O)C1=C(C(=O)OC)[C@@H]2N(C)c3ccc(OC)cc3[C@@]23C[C@@H](C(=O)OC)N(C(=O)c2ccco2)C3=N1 | -6% | . | . | ? | 1% | -11% | 0 | 17% | -11%
CC1=C(C(=O)O)N2C(=O)C(NC(=O)c3c(F)cccc3F)C2SC1 (stereo unspecified) | 1% | 45µM* | ? | -3% | 47%[activator] | -9% | 3 | -3% | 19%
CCN1C(=O)/C(=C2/Sc3ccc(OC)cc3N2C)SC1=Nc1cccc(O)c1 | 15% | 0%[59 µM] | -27% | -14% | 30% | -1% | -7 | -5% | .
O=C(NC(Cc1c[nH]c2ccccc12)C(=O)O)/C(=C/c1ccco1)NC(=O)c1ccccc1 (stereo unspecified) | 2% | 28µM* | -39% | -10% | 16% | 3% | -2 | 15% | 7%
O=C(CN1CCN(S(=O)(=O)c2ccc(Br)cc2)CC1)N/N=C/c1cc([N+](=O)[O-])ccc1Cl | 2% | 24%[59 µM] | 2% | -20% | 20% | -2% | 5 | 9% | 8%
CCOC(=O)c1c(NC(=O)Cn2nnc(-c3ccc(Cl)cc3)n2)sc(CC)c1C | 66%[activator] | -2%[59 µM] | 5% | -8% | 20% | -2% | 2 | 3% | 12%

Reprinted from the part before: 2 compounds; new compounds follow.
SMILES | Pin1 inhibitor | G9a block | BAZ2B inh | JMJD2A Tudor inh | HP1b chromo inh | Tb PGK inh | PI4K2A inh | GLS inh | ERG Ets-DNA blk
O=C(CN1CCN(S(=O)(=O)c2ccc(Br)cc2)CC1)N/N=C/c1cc([N+](=O)[O-])ccc1Cl | 2% | 24%[59 µM] | 2% | -20% | 20% | -2% | 5 | 9% | 8%
CCOC(=O)c1c(NC(=O)Cn2nnc(-c3ccc(Cl)cc3)n2)sc(CC)c1C | 66%[activator] | -2%[59 µM] | 5% | -8% | 20% | -2% | 2 | 3% | 12%
C[C@@H](C(=O)NC1CCN(Cc2ccccc2)CC1)N1C(=O)N2CCc3c([nH]c4ccccc34)[C@@]2(C)C1=O | -2% | -17% | ? | ? | -11% | -4% | -12 | 11% | 7%
CC(=O)c1cccc(NC(=O)CN2C(=O)C(=O)N(Cc3ccco3)C2=O)c1 | 9% | 15%[12.7 µM] | ? | -33% | 19% | -16% | -24 | -22% | -10%
CCCN(CC1CC1)C(=O)COC(=O)c1ccc2c(c1)C(=O)N(c1ccc(OCC)cc1)C2=O | -5% | -36% | 8% | -13% | 28% | 0% | 0 | 2% | -3%
O=c1cc(O)c2sc3nc(-c4ccccc4)cc(C(F)(F)F)c3c2[nH]1 | ? | ? | 19% | -5% | 23% | -6% | -4 | -1% | 3%
Cc1nc2sc(C(c3ccccc3)N3CCOCC3)c(O)n2n1 (stereo unspecified) | 4% | 22%[59 µM] | -6% | -16% | 25% | . | 8 | 0% | .
CCOC(=O)c1ccc(NC(=O)COC(=O)c2cccc(Oc3ccccc3)c2)cc1 | 8% | 12%[59 µM] | 9% | -17% | 23% | -8% | 2 | -1% | 1%
Cc1nn(Cc2cccc(C(=O)Nc3ccn(Cc4c(F)c(F)cc(F)c4F)n3)c2)c(C)c1[N+](=O)[O-] | 34%[activator] | -22% | -1% | -22% | 24% | -10% | -1 | -4% | -6%
COc1ccc(C(=O)N2CCN(c3cccc(Cl)c3)CC2)cc1 | 7% | -8%[59 µM] | -4% | -15% | 38% | -6% | -1 | 7% | .
C/C(=N\NC(=O)CC#N)c1cc2ccc(O)cc2oc1=O | ? | -5% | -28% | -19% | 0% | -9% | 0 | ? | -1%
Cc1ccc(S(=O)(=O)Nc2ccccc2C(=O)NCc2cccnc2)cc1 | -1% | . | -12% | -1% | 20%[57 µM] | -4% | 52 | 24% | 2%
O=C(C[n+]1ccc(/C=N/O)cc1)N(Cc1ccccc1)Cc1ccccc1 | 7% | -4% | 1% | -18% | -7% | 4% | -2 | 3% | -18%
Cc1ccc(SCc2nc3ccccc3n2CC(=O)Nc2ccccc2)cc1 | 10% | 46%[12.7 µM] | 1% | -3% | 22% | -6% | -3 | -11% | -6%
COc1ccc2c(c1)CC(C(=O)Nc1ccc(Br)c(C)c1)CO2 (stereo unspecified) | 0% | 6%[59 µM] | 2% | -4% | 22%[57 µM] | 0% | -1 | 4% | 6%
CCCCOCCCNC(=O)N[C@@H](CC(C)C)C(=O)O | -2% | -7%[59 µM] | -2% | 0% | 33% | 1% | -1 | 14% | .
CCOc1ccccc1N1CCN(C(=O)c2cn(CC3CCCCC3)nn2)CC1 | -10% | 1% | -34% | -15% | 22% | -2% | 4 | 2% | 16%
Cc1ccc2occ(/C=N/NC(=O)c3ccc(O)cc3)c(=O)c2c1 | 24% | 2% | 2% | -14% | 42%[activator] | -3% | -7 | -2% | 17%
Cc1ccc(NC(=O)[C@@H](C)NC(=O)[C@@H]2Cc3ccccc3CN2)cc1 | 0% | ? | -19% | 1% | 30% | -6% | -3 | 1% | 8%
Cn1c(=O)[nH]c(=O)c2c1nc(SCC(=O)Nc1ccccc1)n2Cc1ccccc1 | -2% | ? | 5% | -11% | 38% | i | 2 | -1% | 2%
CCOc1ccc(/C=C2/C(=N)N3OC(C)=CC3=NC2=O)cc1OC | 2% | -47% | -3% | -18% | -7% | -7% | 3 | -6% | -3%

Outcome played no part in choosing rows, and some 11% of all compounds hit somewhere here.
